From PubChem
HIV fusion peptide: inhibitors of HIV fusion peptide binding, primary screen, biochemical, uHTS, fluorescence dequenching (AID 1986); cell-free peptide binding, fluorescence dequenching, 30 min; higher % means a stronger effect; inhibition, % at 20 µM; hits with a dose series show IC50 in µM; actives 0.3% (n = 290,000); in the data active = inhibition mostly above about 52%, no sharp cut-off; inactive = mostly below about 76%; note: some results filed as inactive read as strong as hits
PhoP inhibition: PhoP-dependent GFP reporter repression – Salmonella Typhimurium, primary screen (AID 1863). inhibition, % at 50 µM, or IC50 in µM where a hit was titrated. actives 0.16% (n = 300,000). S. Typhimurium PhoP-regulated promoter GFP reporter, 4 h; higher % means a stronger effect;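 active = inhibition over 29.93%, a cutoff 3 SD above the screen mean, later confirmed by dose response; inconclusive = inhibition over 29.93% but no dose response follow-up; inactive = inhibition at most 29.93% or unconfirmed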;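 note: 0% = low Mg2+ inducing control and 100% = high Mg2+ repressing control; strong numbers were not always called active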
GPR55 LPI antagonism: GPR55 antagonists blocking LPI-driven arrestin recruitment, primary screen, imaging, U2OS, beta-arrestin-GFP, LPI agonist (AID 2013). U2OS GPR55 beta-arrestin-GFP translocation imaging, LPI antagonism; higher % means a stronger effect. inhibition, % at 10 µM, or IC50 in µM where a hit was titrated. actives 0.13% (n = 290,000);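 active = spots per cell inhibited over 60%, with over 100 cells counted and total cytoplasm intensity under 500,000; inconclusive = wells with under 100 cells, flagged as likely toxic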;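 note: U2OS cells stably carrying GPR55 and arrestin-GFP stimulated by 5 µM LPI near EC80; imaged beta-arrestin-GFP aggregate spots per cell after agonist stimulation; plate controls were LPI-stimulated DMSO wells for no effect and DMSO wells without LPI for full effect; some results filed as inactive read as strong as hits; confirmed hits need IC50 under 10 µM and bright autofluorescent wells are also inconclusive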
RSV CPE inhibition: inhibition of RSV-induced cytopathic effect – HEp-2 cells, primary 10 µM value included (AID 2391). actives 0.13% (n = 310,000). CPE inhibition, % at 10 µM; hits with a dose series show IC50 in µM. HEp-2 cells, RSV-induced CPE inhibition; higher % means a stronger effect; in the data active = a potency from the dose series; inconclusive = CPE inhibition mostly from about 23% at the one dose, without a potency; inactive = the rest, 99 in 100 with CPE inhibition below about 21%; note: strong numbers were not always called active
GPR35 arrestin U2OS: inhibition of zaprinast-stimulated GPR35 beta-arrestin translocation – imaging, U2OS, beta-arrestin-GFP, zaprinast agonist, primary screen (AID 2058); actives 0.052% (n = 290,000); inhibition, % at 10 µM, or IC50 in µM where a hit was titrated; U2OS GPR35 beta-arrestin-GFP translocation imaging, zaprinast antagonism; higher % means a stronger effect;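 active = inhibition of at least 50% with at least 30 cells and total cytoplasm GFP at most 10,000,000; inconclusive = under 30 cells or total GFP of 10,000,000 plus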
UTI89 phage lysis: protection from phage-mediated lysis, alamar blue read-out – E. coli UTI89, K1F phage, bacterial capsule biogenesis inhibitors (AID 488966) | E. coli UTI89 K1F phage lysis, alamar blue, 2 h; higher % means a stronger effect | inhibition, % at 100 µM, or IC50 in µM where a hit was titrated | actives 0.02% (n = 340,000);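 active = phage lysis inhibition, versus mean bacterial control, above a set limit; inconclusive = no clear call, values can overlap the other calls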;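 note: capsule biogenesis inhibitors block K1F phage lysis so surviving cells raise fluorescence; higher fluorescence means more inhibition of phage lysis; actives were called in the ten point dose series up to 300 µM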
Dengue-2 NS5 capping: Dengue-2 NS5 methyltransferase inhibitors, primary screen, biochemical, confirmation dose response (AID 588689). Dengue-2 NS5 methyltransferase capping enzyme assay, biochemical; higher % means a stronger effect. inhibition, % at 25 µM; hits with a dose series show IC50 in µM. actives 0.3% (n = 340,000); in the data active = a potency from the dose series; inconclusive = inhibition above about 29% without an active follow-up result
SV40 large T antigen: TAg ATPase/helicase activity blockers – biochemical (AID 1903); SV40 large T antigen ATPase/helicase inhibition assay; higher % means a stronger effect; one-dose inhibition, % at 20 µM; IC50 in µM for titrated hits; actives 0.39% (n = 310,000); in the data active = a potency from the dose series; inconclusive = inhibition mostly from about 32% at the one dose, without a potency; inactive = the rest, 99 in 100 with inhibition below about 32%; note: strong numbers were not always called active
Rac1 GTP hydrolysis: MgcRacGAP GTPase-activating activity inhibitors, confirmation, biochemical, ADP Hunter fluorescence; MgcRacGAP-stimulated Rac1 GTP hydrolysis, ADP Hunter fluorescence; higher % means a stronger effect; GST-tagged Rac1 F28L mutant substrate; inhibition, % at 30 µM, or IC50 in µM where a hit was titrated; AID 624330; actives 0.6% (n = 340,000);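 active = first-screen hits whose inhibition reached a set limit at any dose in the follow-up dose series; inconclusive = inhibition above the set first-screen limit but never retested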;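 note: fluorescence reports GDP produced by GAP-driven GTP hydrolysis; strong numbers were not always called active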
Active calls of the source: *; ? = inconclusive; nt = not tested or not shown; [ ] = another dose, or the depositor's remark. The order is random, and some 1.5% of all compounds hit somewhere here.

mol,HIV fusion peptide,PhoP inhibition,GPR55 LPI antagonism,RSV CPE inhibition,GPR35 arrestin U2OS,UTI89 phage lysis,Dengue-2 NS5 capping,SV40 large T antigen,Rac1 GTP hydrolysis
COc1ccc(/C=C(/NC(=O)c2ccccc2)C(=O)N2CCOCC2)cc1OC,-1.6%,2%,-1%,0.6%,23%,0.5%,-4%,5%,1%
COC(C[C@@H](O)[C@H](C)[C@@H](O)COCc1ccccc1)OC,-0.8%,1%,7%,nt,-5%,1.8%,7%,nt,4%
COc1ccccc1NC(=O)NC1(C(=O)N2CCC(O)CC2)CCCCC1,-3.3%,14%,2%,1.0%,-6%,1.4%,-4%,16%,4%
O=C(Nc1ccccc1Cl)c1cccc(COc2cc(Cl)ccc2Cl)c1,0.4%,-1%,7%,42%,1%,0.7%,-5%,0%,2%
CCOC(=O)c1c(CCl)nc2ccccc2c1C,1.7%,-4%,5%,0.1%,-12%,-0.2%,1%,5%,4%
CCNc1nc(NC(C)(C)C)nc(N2CCCCC2)n1,0.1%,4%,14%,5.4%,-6%,0.4%,-10%,-10%,-2%
CCn1c(/C=C/c2ccccc2C)nc2ccccc2c1=O,1.3%,-8%,-2%,-0.3%,4%,0.5%,-12%,7%,2%
CC(C)c1cccc(C(C)C)c1NC(=O)CN1CCCC1,0.9%,-5%,18%,0.8%,-6%,0.1%,-6%,6%,4%
O=[N+]([O-])CC(=Nc1ccc(F)cc1)N/N=C\c1oc(O)c2ccccc12,32%,-7%,16%,1.8%,-3%,nt,nt,20%,nt
COc1ccc(/C=C/C(=O)NCCSCc2ccco2)cc1,16%,-13%,11%,1.9%,3%,-8.1%,-8%,10%,8%
CCCC[C@@H]1CN=C(N)N1CCc1cccc(F)c1,nt,-4%,nt,2.2%,nt,-0.6%,-4%,5%,6%
COc1cccc(OCC(=O)NNC(=O)C(=O)Nc2cccc(C)c2)c1,0.7%,-4%,22%,1.3%,13%,0.1%,1%,13%,-4%
CC(Sc1nncn1C)C(=O)Nc1ccccc1-c1ccccc1 (configuration not stated),-1.8%,-4%,-12%,0.2%,-3%,2.3%,-5%,0%,1%
COc1ccc(S(=O)(=O)Cc2ccc(C(=O)NC3CCCCC3)o2)cc1,-1.2%,-1%,7%,6.1%,4%,0.2%,6%,15%,1%
COc1ccccc1-c1nn(-c2ccccc2)cc1C(=O)N1CCN(C(=O)c2ccco2)CC1,nt,nt,nt,1.4%,nt,-0.2%[50 µM],-8%,nt,-5%
CN1CCN(c2ccccc2NC(=O)c2ccc(-c3ccccc3)cc2)CC1,-1.5%,5%,11%,0.3%,-7%,?,-1%,6%,6%
CC1CCCC(C)N1/N=C/c1cc(Br)c(O)c(Br)c1 (configuration not stated),13%,-22%,-1%,1.8%,14%,nt,nt,15%,nt
CN(CCC1CCOCC1)C(=O)CC1C(=O)NCCN1CC1CCCCC1 (configuration not stated),-0.1%,-6%,-9%,0.6%,9%,0.4%,5%,26%,3%
C/C(=N/NC(=O)c1ccccc1)c1ccc(NC(=O)C(F)(F)F)cc1,0.4%,3%,12%,1.7%,-9%,0.1%,3%,-2%,11%
O=C(COc1ccccc1[N+](=O)[O-])NCc1cccnc1,4.1%,22%,8%,1.4%,5%,1.7%,1%,3%,5%
Cc1ccsc1/C=N/Nc1ccc(F)cc1F,-2.3%,23%,4%,4.0%,9%,0.3%,-5%,4%,5%
CSC1=C(C#N)C(c2ccncc2)C(C(=O)Nc2ccccc2)=C(C)N1 (configuration not stated),0.5%,6%,11%,3.6%,-12%,-0.2%,-2%,-13%,-9%
COc1ccc(/C=C2/C(=O)N(c3cccc(F)c3)N=C2C)c(OC)c1,1.2%,-2%,2%,2.2%,0%,-0.2%,17%,7%,0%
O=C(NNS(=O)(=O)c1ccc2ccccc2c1)NC1CCCCC1,0.0%,-1%,15%,0.5%,2%,1.9%,-8%,5%,10%
CCC(=NCc1ccco1)c1c(C(F)(F)F)[nH]n(-c2nc3ccccc3s2)c1=O,0.3%,1%,15%,2.9%,4%,0.6%,8%,-1%,5%
COC/C=C/C1=CC2=CC(=O)C(C)(OC(=O)c3cnc4ccccc4n3)C(=O)C2=CN1CCCCO (configuration not stated),6.0%,-2%,6%,0.7%,22%,0.0%,22%,23%,1%
Cc1[nH]c(=O)[nH]c(=O)c1/C=C/C(=O)OCC(C)C,1.2%,-10%,-8%,12%,-2%,4.1%,-2%,3%,2%
CC(NC(=O)C(=O)N1CCOCC1)C(c1cccs1)N1CCN(c2ccc(F)cc2)CC1 (configuration not stated),-0.8%,4%,-8%,0.0%,15%,0.1%,-4%,1%,-23%
Cc1ccc(N(C)S(=O)(=O)c2c(C)noc2/C=C/N(C)C)cc1,-1.8%,12%,-1%,1.9%,7%,-3.0%,-24%,15%,3%
CCOC(=O)CSc1nc2cc3c(cc2cc1C#N)OCO3,-2.7%,-1%,-11%,0.4%,-11%,7.6%,-5%,3%,9%
CCOC(=O)c1cncc(C(=O)O)c1,-0.8%,-16%,nt,1.2%,7%,0.6%,-10%,6%,5%
COc1ccc(C(=O)COC(=O)c2cccnc2Cl)c(OC)c1,8.8%,2%,5%,0.6%,6%,-0.7%,-10%,9%,11%
COc1ccc(N(CC(=O)NCc2ccc(C)cc2)S(=O)(=O)c2c(C)noc2C)cc1,0.2%,2%,1%,-0.8%,-2%,0.3%,-4%,2%,-7%
CCCCCc1ccc(CC(=O)N2CCOCC2)cc1,2.2%,-10%,3%,1.6%,0%,0.2%,-4%,7%,8%
COC(=O)c1ccc(COC(=O)CNC(=O)c2cccs2)cc1,3.1%,-5%,4%,1.1%,3%,0.3%,-7%,11%,2%
Cc1ccc(S(=O)(=O)N(CC(=O)NCc2ccccn2)c2ccc(Cl)cc2)cc1,-1.5%,0%,11%,0.6%,10%,-1.0%[50 µM],-4%,23%,9%
CCN1C(=S)SC(=O)C1=C1C=C(C)N(Cc2ccco2)C(C)=C1,0.8%,-6%,-11%,0.6%,-3%,-1.4%,-50%,38%,20%
C=CCn1c(SCc2c(C(=O)OC)sc(N)c2C(=O)OC)nnc1-c1ccc(Br)cc1,-1.3%,21%,13%,2.0%,6%,-0.2%,-2%,2%,6%
COc1ccc(C(=O)C2CCCN(C(=O)c3cccc(Cn4cccn4)c3)C2)cc1F (configuration not stated),-0.3%,4%,21%,2.3%,-5%,0.2%[50 µM],-5%,7%,4%
CCCC(=O)Nc1ccc(C(=O)NCC(=O)OCC)cc1,-0.6%,-3%,-2%,4.0%,7%,-1.3%,-1%,11%,0%
COc1cc(/C=c2\s/c(=C(/C#N)C(=O)N3CCCC3)n(-c3ccccc3)c2=O)ccc1O,-5.3%,-7%,1%,1.3%,4%,0.1%,-5%,32%,6%
Cc1cc(NC(=O)CN2C(=O)CCSc3ccccc32)no1,0.6%,4%,9%,0.1%,6%,0.4%,6%,10%,5%
CC1(C)Cc2c(c(-c3ccco3)nc3sc4c(NCC5CCCO5)ncnc4c23)CO1 (configuration not stated),14%,-1%,8%,1.8%,-6%,2.2%,-9%,7%,7%
CCOc1ccc(NS(=O)(=O)c2cc(C(=O)NCCCN3CCCC3=O)ccc2C)cc1,nt,nt,nt,3.5%,nt,-0.1%[50 µM],2%,nt,3%
CC(C)c1ccc(/C=C2\SC(=O)N(CC(=O)NC3CCS(=O)(=O)C3)C2=O)cc1 (configuration not stated),-1.2%,-7%,8%,19%,3%,-0.2%,-2%,18%,22%
CCOC(=O)N(NC(=O)C(O)(CC(C)C)CC(C)C)c1ccccc1,-3.2%,6%,11%,0.9%,-3%,0.3%,-16%,0%,7%
NS(=O)(=O)c1ccc(NC(=O)CSc2ccc3ccccc3n2)cc1,-0.5%,16%,-8%,0.5%,-13%,6.7%,-6%,7%,7%
C=CC[n+]1c(-c2ccc(C)cc2)csc1Nc1c(C)n(C)n(-c2ccccc2)c1=O,-0.5%,2%,25%,4.6%,9%,-1.9%,-8%,4%,8%

Part of the list above in order of SMILES length, highest first.
mol,HIV fusion peptide,PhoP inhibition,GPR55 LPI antagonism,RSV CPE inhibition,GPR35 arrestin U2OS,UTI89 phage lysis,Dengue-2 NS5 capping,SV40 large T antigen,Rac1 GTP hydrolysis
COc1cc(/C=c2\s/c(=C(/C#N)C(=O)N3CCCC3)n(-c3ccccc3)c2=O)ccc1O,-5.3%,-7%,1%,1.3%,4%,0.1%,-5%,32%,6%
C=CC[n+]1c(-c2ccc(C)cc2)csc1Nc1c(C)n(C)n(-c2ccccc2)c1=O,-0.5%,2%,25%,4.6%,9%,-1.9%,-8%,4%,8%
CCCC(=O)Nc1ccc(C(=O)NCC(=O)OCC)cc1,-0.6%,-3%,-2%,4.0%,7%,-1.3%,-1%,11%,0%
